# From PubChem BioAssay
# TDP1 inh – blocks human tyrosyl-DNA phosphodiesterase 1 | 350,000 compounds, 0.28% hits | Potency, µM (series often up to 130 µM), inactives show at the top dose activity change, negative = inhibition, most hits filed as inhibitors | recombinant TDP1, AlphaScreen DNA substrate cleavage; note: nearly all actives have a fitted effect of over 40% in size
# Target sequence (Q9NUW8 whole entry, looked up): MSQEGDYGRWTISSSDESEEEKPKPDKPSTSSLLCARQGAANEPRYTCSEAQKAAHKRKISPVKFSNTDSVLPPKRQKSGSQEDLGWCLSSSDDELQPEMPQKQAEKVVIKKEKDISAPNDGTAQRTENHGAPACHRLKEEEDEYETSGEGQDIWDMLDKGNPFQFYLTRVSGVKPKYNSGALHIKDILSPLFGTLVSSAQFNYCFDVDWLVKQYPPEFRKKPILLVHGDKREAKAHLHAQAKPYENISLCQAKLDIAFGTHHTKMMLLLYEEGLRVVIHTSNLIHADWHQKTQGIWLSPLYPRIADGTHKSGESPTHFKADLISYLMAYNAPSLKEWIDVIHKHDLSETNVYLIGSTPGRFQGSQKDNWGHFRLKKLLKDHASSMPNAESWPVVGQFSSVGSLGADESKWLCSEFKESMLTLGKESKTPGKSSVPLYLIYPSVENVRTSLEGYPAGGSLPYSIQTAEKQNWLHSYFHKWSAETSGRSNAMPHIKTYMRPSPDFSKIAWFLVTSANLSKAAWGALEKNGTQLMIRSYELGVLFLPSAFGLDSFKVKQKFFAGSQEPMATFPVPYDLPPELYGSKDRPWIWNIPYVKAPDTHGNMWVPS
#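 Steps: enzyme plus compound, 15 min RT; add biotin/phosphotyrosine-FITC oligonucleotide (15 nM final), react 5 min; add donor/acceptor beads (10 ug/ml final), 10 min; read AlphaScreen. Tdp1 at 1 nM final.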
# TDP1 cell noCPT – qHTS for Inhibitors of human tyrosyl-DNA phosphodiesterase 1 (TDP1): qHTS in cells in absence of CPT | DT40 Tdp1-/- hTDP1 cells, no CPT, ATP luminescence, 48 h | Potency, µM (series often up to 46.2 µM), inactives show at the top dose activity change, negative = growth inhibition, usual class: inhibitors | 420,000 compounds, 15% hits; note: nearly all actives have a fitted effect of over 55% in size
#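 Luminescent ATP content (CellTiter-Glo) served as the growth readout. Knockout chicken DT40 cells expressing human TDP1 were exposed to compounds without camptothecin for a minimum 48 hr at 37 °C.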
# DT40 TDP1 CPT – DT40-hTDP1 cell growth loss with CPT; chicken DT40 Tdp1-/-;hTDP1 cells + 20 nM CPT, ATP luminescence, 48 h; Potency, µM (doses to about 46.2 µM), without a hit: top-dose activity change, negative = growth inhibition, usual class: inhibitors; 420,000 compounds, 12% hits; AID 686979; note: nearly all actives have a fitted effect of over 55% in size
#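 Chicken DT40 Tdp1-/- cells stably complemented with human TDP1 were seeded at 400 cells/well in medium containing 20 nM camptothecin, exposed to pin-transferred compounds, and grown at 37 °C for at least 48 hr. Viability was read as ATP luminescence.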
# * = called active by the depositor; ? = inconclusive; . = no result given. Calls come from the whole dose curve; as a rule, active = well fitted curve in the direction sought with a large enough effect; inconclusive = small, poorly fitted or top-dose-only effect, or another doubt; inactive = no such curve, though single readings can be large; an effect the other way counts as inactive or inconclusive. % is set by controls: 0 for no effect and ±100 for the full control effect; potency is the fitted concentration of half-maximal effect.
> CCCNC(=O)COC(=O)c1[nH]c(C)c(C(=O)OCC)c1C
  TDP1 inh: 2.0%
  TDP1 cell noCPT: -20.6%
  DT40 TDP1 CPT: -21.3%

> O=C(Nc1ccccc1Cl)N1CCC2(CC1)Oc1ccccc1C(=O)N2Cc1ccc(F)cc1
  TDP1 inh: 5.7%
  TDP1 cell noCPT: 20.6µM*
  DT40 TDP1 CPT: ?

> COc1cccc2cc(C(=O)N3CCN(C(=O)c4ccco4)CC3)c(=O)oc12
  TDP1 inh: 9.3%
  TDP1 cell noCPT: 1.4%
  DT40 TDP1 CPT: 4.6%

> Cc1ccc(C2=NOC(C)(c3sc(-c4ccc(Cl)cc4)nc3C)C2)cc1 (stereo not drawn)
  TDP1 inh: .
  TDP1 cell noCPT: -15.0%
  DT40 TDP1 CPT: -13.6%

> O=C(Cc1ccccc1)Nc1ccc(NC(=O)Cc2ccccc2)c(Cl)c1
  TDP1 inh: .
  TDP1 cell noCPT: 0.9%
  DT40 TDP1 CPT: 22.9%

> CC(C)N(C(=O)Cn1c(=O)oc2ccccc21)c1ccccc1
  TDP1 inh: .
  TDP1 cell noCPT: -24.9%
  DT40 TDP1 CPT: -1.7%

> COc1ccc(CN(C)C(c2ccccc2)c2nnnn2-c2ccccc2C)c(OC)c1C (stereo not drawn)
  TDP1 inh: 2.1%
  TDP1 cell noCPT: ?
  DT40 TDP1 CPT: ?

> O=C(Oc1ccccc1)N1CCCCC1
  TDP1 inh: .
  TDP1 cell noCPT: -2.5%
  DT40 TDP1 CPT: -5.3%

> C/C(=N\S(=O)(=O)c1ccc(C)cc1)Nc1cc(C(C)C)c(O)cc1C
  TDP1 inh: 1.4%
  TDP1 cell noCPT: ?
  DT40 TDP1 CPT: ?

> COc1ccc(NC(=O)COC(=O)c2ccc(S(=O)(=O)N3CCCC3)cc2)cc1OC
  TDP1 inh: 0.5%
  TDP1 cell noCPT: 22.7%
  DT40 TDP1 CPT: 4.2%

> Cc1ccc(NC(=O)c2sc3nc[nH]c(=O)c3c2C)c(C)c1
  TDP1 inh: 0.0%
  TDP1 cell noCPT: -28.6%
  DT40 TDP1 CPT: -28.8%

> C#CCN(C[C@H]1[C@H](OC(=O)NCCCCCC)[C@H](OC(=O)NCCCCCC)C[C@@H](C(=O)OC)[C@H]1C(=O)OC)S(=O)(=O)c1ccc(C)cc1
  TDP1 inh: .
  TDP1 cell noCPT: 5.8µM*
  DT40 TDP1 CPT: 4.11µM*

> CCOc1c2ccc(C(=O)NCc3ccc(OC(F)(F)F)cc3)cc2nn1C
  TDP1 inh: 0.0%
  TDP1 cell noCPT: -7.0%
  DT40 TDP1 CPT: -11.2%

> Cc1ccc(Cn2c(C(=O)O)c(CNCc3cccs3)c3ccc(C)cc32)cc1
  TDP1 inh: 5.1%
  TDP1 cell noCPT: ?
  DT40 TDP1 CPT: 14.6µM*

> Cc1ccc(SCc2noc(C(=O)NC(C)C)c2C(=O)O)cc1C
  TDP1 inh: 3.1%
  TDP1 cell noCPT: ?
  DT40 TDP1 CPT: -29.6%

> CCOC(=O)c1c(NC(=O)CSc2nnc(-c3cccnc3)o2)sc(C(C)=O)c1C
  TDP1 inh: 4.1%
  TDP1 cell noCPT: 20.6µM*
  DT40 TDP1 CPT: ?

> CCCCCc1nnc(NC(=O)Cn2cnc3ccccc3c2=O)s1
  TDP1 inh: -5.3%
  TDP1 cell noCPT: -24.6%
  DT40 TDP1 CPT: -14.3%

> O=C(NC(=S)Nc1ccc(Br)cc1)C1CCC1
  TDP1 inh: 0.2%
  TDP1 cell noCPT: 7.7%
  DT40 TDP1 CPT: -12.0%

> O=C(CSc1nnc(-c2cccnc2)n1-c1ccccc1)NCc1ccc2c(c1)OCO2
  TDP1 inh: 10.6%
  TDP1 cell noCPT: -11.7%
  DT40 TDP1 CPT: -2.5%

> CCc1cc(N2CCOCC2)cc2c1[nH]c1ccccc12
  TDP1 inh: 8.7%
  TDP1 cell noCPT: ?
  DT40 TDP1 CPT: ?

> COc1ccc(C(=O)NCCNc2nc3ccc(C)cc3cc2C#N)cc1OC
  TDP1 inh: 2.2%
  TDP1 cell noCPT: -20.3%
  DT40 TDP1 CPT: -22.1%

> O=C(NCC(F)(F)F)c1ccc(S(=O)(=O)Nc2ccccc2N2CCCC2)cc1
  TDP1 inh: 1.4%
  TDP1 cell noCPT: -28.9%
  DT40 TDP1 CPT: -26.6%

> Clc1ccc(-c2nnc(-c3ccccc3)c(N3CCSCC3)n2)cc1
  TDP1 inh: -1.5%
  TDP1 cell noCPT: ?
  DT40 TDP1 CPT: 20.6µM*

> COc1ccc(C)cc1NC(=O)c1cc(S(=O)(=O)N2CCC3(CC2)OCCO3)ccc1F
  TDP1 inh: 0.6%
  TDP1 cell noCPT: -26.7%
  DT40 TDP1 CPT: -24.9%

> CCOC(=O)c1[nH]cnc1C(=O)NC(C)C
  TDP1 inh: 0.0%
  TDP1 cell noCPT: ?
  DT40 TDP1 CPT: 24.6%

> COc1ccccc1NC(=O)COC(=O)C1CC2CCCC(C1)C2=O (stereo not drawn)
  TDP1 inh: 1.3%
  TDP1 cell noCPT: -4.7%
  DT40 TDP1 CPT: 17.4%

> CC(C)CCNC(=O)C(=O)NCC1OCCCN1S(=O)(=O)c1cccs1 (stereo not drawn)
  TDP1 inh: 1.6%
  TDP1 cell noCPT: -21.0%
  DT40 TDP1 CPT: -5.8%

> O=C(c1ccc(Cl)cc1)N1CCCC(C(=O)N2CCc3ccccc3C2)C1 (stereo not drawn)
  TDP1 inh: .
  TDP1 cell noCPT: ?
  DT40 TDP1 CPT: ?

> O=C(NCc1cccs1)c1ccc(Br)o1
  TDP1 inh: 4.5%
  TDP1 cell noCPT: 11.6%
  DT40 TDP1 CPT: 6.4%

> Cc1cc(C)cc(OCC(=O)Nc2nc(-c3cccnc3)cs2)c1
  TDP1 inh: 1.2%
  TDP1 cell noCPT: 9.2µM*
  DT40 TDP1 CPT: 14.6µM*

> O=C(NCCCN1CCOCC1)c1ccc2c(=O)n(Cc3ccc(Cl)cc3)c(=S)[nH]c2c1
  TDP1 inh: 3.3%
  TDP1 cell noCPT: -25.4%
  DT40 TDP1 CPT: ?

> CN(C)C(=O)c1cccc(-c2cc(NC=O)c3ncc(-c4ccc(F)cc4)n3c2)c1
  TDP1 inh: .
  TDP1 cell noCPT: 16.4µM*
  DT40 TDP1 CPT: ?

> COc1ccccc1C1c2[nH]c3ccccc3c2C[C@H]2C(=O)N(C3CCN(Cc4ccccc4)CC3)CC(=O)N12 (stereo partly drawn)
  TDP1 inh: .
  TDP1 cell noCPT: 9.2µM*
  DT40 TDP1 CPT: ?

> CCOC(=O)C(C)Oc1cccc2c(=O)n(CC(=O)NCc3ccc(F)cc3)ccc12 (stereo not drawn)
  TDP1 inh: .
  TDP1 cell noCPT: 0.731µM*
  DT40 TDP1 CPT: 0.82µM*

> c1ccc(C[C@H]2CN=C(Nc3ccccc3)N2CCC2CCCC2)cc1
  TDP1 inh: -0.6%
  TDP1 cell noCPT: 14.6µM*
  DT40 TDP1 CPT: ?

> COc1ccc(NC(=O)CN(C)C(=O)CC2CCCCC2)cc1
  TDP1 inh: 0.2%
  TDP1 cell noCPT: 2.3%
  DT40 TDP1 CPT: 1.3%

> Cc1ccc(S(=O)(=O)N2CCN(Cc3noc(CCC(=O)N4CCCCC4)n3)CC2)c(C)c1
  TDP1 inh: 2.8%
  TDP1 cell noCPT: ?
  DT40 TDP1 CPT: -28.2%

> Cc1cc(C)n(S(=O)(=O)c2cccc(Cl)c2Cl)n1
  TDP1 inh: 1.0%
  TDP1 cell noCPT: -20.8%
  DT40 TDP1 CPT: -6.3%

> CCO[C@@H]1OC(C(=O)Nc2ccccc2)=C[C@H](c2ccc(Br)cc2)[C@H]1CCCO
  TDP1 inh: 5.1%
  TDP1 cell noCPT: ?
  DT40 TDP1 CPT: ?

> COc1ccc([C@H]2N[C@]3(CCCN(Cc4ccc(F)cc4)C3=O)[C@H]3C(=O)N(Cc4ccccc4)C(=O)[C@@H]23)cc1
  TDP1 inh: .
  TDP1 cell noCPT: ?
  DT40 TDP1 CPT: ?

> COC(=O)c1nnn(CC(=O)Nc2cccc(Cl)c2)c1C(=O)OC
  TDP1 inh: 2.2%
  TDP1 cell noCPT: 14.6%
  DT40 TDP1 CPT: -4.5%

> CC(=O)c1ccccc1C(=O)NCC1Cc2cccc(-c3cccnc3)c2O1 (stereo not drawn)
  TDP1 inh: .
  TDP1 cell noCPT: ?
  DT40 TDP1 CPT: ?

> Cc1ccc(Cn2c(C(=O)NCCCN3CCOCC3)cc3sccc32)cc1
  TDP1 inh: 2.8%
  TDP1 cell noCPT: ?
  DT40 TDP1 CPT: -23.7%

> CC(=O)c1ccc(NC(=O)C(C)OC(=O)c2cccc(-n3cnnn3)c2)cc1 (stereo not drawn)
  TDP1 inh: -0.4%
  TDP1 cell noCPT: ?
  DT40 TDP1 CPT: -24.5%

> CCOC(=O)N1CCC(n2c(=S)[nH]c3ccccc3c2=O)CC1
  TDP1 inh: 0.0%
  TDP1 cell noCPT: 2.6%
  DT40 TDP1 CPT: 5.7%

> Cc1cccc(-n2c(O)c(C=Nc3cccc(O)c3)c3ccccc3c2=O)n1
  TDP1 inh: .
  TDP1 cell noCPT: ?
  DT40 TDP1 CPT: 20.6µM*

> CC(C)(C)c1cc(C(=O)NCc2cc(F)cc3c2OCOC3)n(Cc2ccccc2)n1
  TDP1 inh: -2.9%
  TDP1 cell noCPT: ?
  DT40 TDP1 CPT: ?

> COC(=O)C(OC(=O)c1ccccc1)C(C)Br (stereo not drawn)
  TDP1 inh: -0.4%
  TDP1 cell noCPT: -1.9%
  DT40 TDP1 CPT: -9.4%

> CCOc1ccc(N2C(=O)Cc3ccccc3C2=O)cc1
  TDP1 inh: 11.0%
  TDP1 cell noCPT: ?
  DT40 TDP1 CPT: -12.8%

> Cc1cc(NC(=O)c2coc(=O)c(Br)c2)ccc1C(C)C
  TDP1 inh: 2.6%
  TDP1 cell noCPT: 1.84µM*
  DT40 TDP1 CPT: 0.517µM*

> COc1ccc(-c2ccc(C(=O)NCc3ccco3)c3occc23)c(C)c1
  TDP1 inh: .
  TDP1 cell noCPT: ?
  DT40 TDP1 CPT: ?

> COc1ccccc1-c1nc2cc(C(=O)NC[C@H]3CCc4ccccc4O3)cc(NC(C)=O)c2n1C
  TDP1 inh: .
  TDP1 cell noCPT: -19.1%
  DT40 TDP1 CPT: -5.9%

> CC(O)CNC12CC3CC(CC(C3)C1)C2 (stereo not drawn)
  TDP1 inh: -1.3%
  TDP1 cell noCPT: 12.8%
  DT40 TDP1 CPT: 16.7%

> N=C1/C(=C/c2ccc(-c3cccc(C(=O)O)c3)o2)C(=O)N=C2SC=C(c3ccccc3)N12
  TDP1 inh: 35.5µM*
  TDP1 cell noCPT: -18.0%
  DT40 TDP1 CPT: ?

> NC(=O)C1CCCN(C(=O)c2ccc3nc(Cc4cccc(Cl)c4)oc3c2)C1 (stereo not drawn)
  TDP1 inh: 2.0%
  TDP1 cell noCPT: 6.3%
  DT40 TDP1 CPT: -1.5%

> Cc1ccc(S(=O)(=O)NCCC2(C(C)C)CCOC(C)(C)C2)cc1 (stereo not drawn)
  TDP1 inh: 1.6%
  TDP1 cell noCPT: ?
  DT40 TDP1 CPT: ?

# Five compounds from above, showing only TDP1 inh and DT40 TDP1 CPT.
canonical_smiles	TDP1 inh	DT40 TDP1 CPT
COC(=O)C(OC(=O)c1ccccc1)C(C)Br (stereo not drawn)	-0.4%	-9.4%
CCOc1ccc(N2C(=O)Cc3ccccc3C2=O)cc1	11.0%	-12.8%
Cc1cc(NC(=O)c2coc(=O)c(Br)c2)ccc1C(C)C	2.6%	0.517µM*
COc1ccc(-c2ccc(C(=O)NCc3ccco3)c3occc23)c(C)c1	.	?
COc1ccccc1-c1nc2cc(C(=O)NC[C@H]3CCc4ccccc4O3)cc(NC(C)=O)c2n1C	.	-5.9%

# As entered above.
# Entry for `Cc1ccc(S(=O)(=O)NCCC2(C(C)C)CCOC(C)(C)C2)cc1` (stereo not drawn) in TDP1 inh: 1.6%
# Entry for `Cc1ccc(Cn2c(C(=O)O)c(CNCc3cccs3)c3ccc(C)cc32)cc1` in TDP1 inh: 5.1%

# 4 of the compounds above, with two lines to a compound.
# The line under a structure holds: TDP1 inh, TDP1 cell noCPT, DT40 TDP1 CPT
> COc1ccccc1NC(=O)COC(=O)C1CC2CCCC(C1)C2=O (stereo not drawn)
  1.3%, -4.7%, 17.4%
> CC(C)CCNC(=O)C(=O)NCC1OCCCN1S(=O)(=O)c1cccs1 (stereo not drawn)
  1.6%, -21.0%, -5.8%
> O=C(c1ccc(Cl)cc1)N1CCCC(C(=O)N2CCc3ccccc3C2)C1 (stereo not drawn)
  ., ?, ?
> O=C(NCc1cccs1)c1ccc(Br)o1
  4.5%, 11.6%, 6.4%
